Screening results from PubChem.
FBA Mtb inh: inhibits M. tuberculosis FBA enzyme | 360,000 compounds, 2.3% hits | purified M. tuberculosis FBA, fluorescence read-out | P9WQA3 | inhibition, % at 1 µM; in the data active means inhibition above about 27%;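 further: 0% = vehicle and 100% = reference inhibitor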
Target sequence (P9WQA3 whole entry, looked up): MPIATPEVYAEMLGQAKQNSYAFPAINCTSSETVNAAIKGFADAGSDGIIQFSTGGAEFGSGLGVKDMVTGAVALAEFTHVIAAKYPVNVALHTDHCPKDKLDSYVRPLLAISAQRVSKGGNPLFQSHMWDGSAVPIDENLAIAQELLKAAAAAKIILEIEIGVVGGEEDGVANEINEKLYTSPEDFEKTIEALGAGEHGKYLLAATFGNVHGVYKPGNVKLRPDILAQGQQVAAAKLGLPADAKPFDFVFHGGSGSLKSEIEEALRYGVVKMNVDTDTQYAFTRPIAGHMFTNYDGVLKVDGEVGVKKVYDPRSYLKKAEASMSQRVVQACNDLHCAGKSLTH
BoNT F protease: BoNT F light chain protease inhibition. Multiplex microsphere protease cleavage assay, flow cytometry. inhibition, % at 10 µM. 360,000 compounds, 0.22% hits; in the data active means inhibition above about 35%, passing the limit was not always enough; inconclusive means no clear call, values can overlap the other calls; further: plate controls were buffer without enzyme for full effect and enzyme alone for no effect
PrPC TRFRET: cell surface PrPC inhibition, primary TR-FRET screen. P04156. TR-FRET read-out. inhibition, % at 13.8 µM. 370,000 compounds, 0.43% hits. AID 720596; in the data active means inhibition above about 24%; further: 0% = median of the test wells and 100% = reference compound wells
FadD28 FP inh: blocks FadD28 binding to the bisubstrate probe; fluorescence polarization; inhibition, % at 12.5 µM; 360,000 compounds, 0.22% hits; AID 588549; in the data active means inhibition above about 8.5%, passing the limit was not always enough; inconclusive means no clear call, values can overlap the other calls
Mtb BioA inh: BioA (M. tuberculosis) enzyme inhibition | AID 602481 | 360,000 compounds, 0.096% hits | purified M. tuberculosis BioA enzyme, plate reader | inhibition, % at 9.99 µM; in the data active means inhibition above about 40%; inconclusive means no clear call, values can overlap the other calls
GDH-TPI counter: GDH-TPI coupled enzyme inhibition counter-screen | GDH-TPI coupled enzyme counterscreen, NADH absorbance | inhibition, % at 4.8 µM | 360,000 compounds, 1.2% hits | AID 588335;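 further: 0% = DMSO wells and 100% = wells lacking the enzyme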
CCHF vOTU inh: CCHFV vOTU protease inhibition. Pep-AMC fluorescence. inhibition, % at 11.5 µM. 370,000 compounds, 0.55% hits; further: 0% = vehicle wells with enzyme and 100% = no enzyme wells
BoNT A protease: BoNT A light chain protease inhibition; multiplex microsphere protease substrate cleavage, flow cytometry; inhibition, % at 10 µM; 360,000 compounds, 0.17% hits; AID 588499; in the data active means inhibition above about 30%; inconclusive means no clear call, values can overlap the other calls; further: plate controls were buffer without enzyme for full effect and enzyme alone for no effect
Mtb UGM inh: Mtb UDP-galactopyranose mutase inhibition. purified UGM, fluorescence polarization probe displacement. inhibition, % at 10 µM. 320,000 compounds, 0.06% hits; in the data active means inhibition above about 10%, passing the limit was not always enough; inconclusive means no clear call, values can overlap the other calls
Target sequence (P9WIQ1 whole entry, looked up): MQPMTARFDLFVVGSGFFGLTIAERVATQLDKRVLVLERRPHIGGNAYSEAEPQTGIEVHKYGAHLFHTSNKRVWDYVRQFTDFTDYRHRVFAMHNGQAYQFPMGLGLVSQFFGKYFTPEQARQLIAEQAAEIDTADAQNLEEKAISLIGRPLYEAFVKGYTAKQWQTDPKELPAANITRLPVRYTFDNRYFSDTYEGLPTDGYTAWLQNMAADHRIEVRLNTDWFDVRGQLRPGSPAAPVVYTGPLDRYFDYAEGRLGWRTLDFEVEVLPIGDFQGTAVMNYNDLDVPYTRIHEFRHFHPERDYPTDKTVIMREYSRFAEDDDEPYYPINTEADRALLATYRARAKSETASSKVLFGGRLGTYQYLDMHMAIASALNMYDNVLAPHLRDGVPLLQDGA
An asterisk follows results filed as active; ? = inconclusive; / = no result given. Unless noted, no stated cut-off is given here; in the data, active means inhibition above about 30%; inactive means the rest.

SMILES	FBA Mtb inh	BoNT F protease	PrPC TRFRET	FadD28 FP inh	Mtb BioA inh	GDH-TPI counter	CCHF vOTU inh	BoNT A protease	Mtb UGM inh
Cc1nc(NCCCO)c(C#N)c2c1COC(C)(C)C2	74*	6	-2	-0.7	/	5	-75	2.4	0.7
Cc1cc(C)n2nc(CNS(=O)(=O)c3ccc([N+](=O)[O-])cc3)nc2n1	2	-1	-40	-0.4	-1.0	-2	-7	-0.2	0.6
O=C(NNS(=O)(=O)c1ccccc1[N+](=O)[O-])c1ccc(F)cc1	-1	-1	3	-2.1	/	2	16	-0.3	2.8
COc1ccc(Cl)cc1-c1cc(C(=O)Nc2ccc(F)cc2)[nH]n1	-1	-1	5	-0.7	-0.9	5	7	0.1	/
CC1Cc2cc(/C(O)=C3\C(=O)C(=O)N(Cc4ccncc4)C3c3ccccc3F)ccc2O1 (stereo not drawn)	6	5	0	0.4	-0.2	-2	-2	-1.0	0.3
CCN(CC)c1ccc(CN2CCCCCC2)cc1	2	-3	3	-1.0	-1.8	-3	-7	0.3	1.1
COc1ccc(C(O)c2ncc(-c3ccccc3C)[nH]2)cc1 (stereo not drawn)	9	-3	-3	1.4	-2.3	-1	0	0.0	/
Cc1c(O)ccc(C(=O)CN2CCN(c3ccccc3)CC2)c1O	7	0	12	-1.3	-2.7	22	8	0.8	1.2
CCOc1ccc(CN2C(=O)c3ccccc3Sc3ccc(C(=O)NCCCN4CCOCC4)cc32)cc1	2	-6	-5	-2.2	-1.1	0	20	-2.4	3.8
CC1(C)CSC(=S)N1S(=O)(=O)c1ccccc1	0	2	0	-6.9	-0.5	-7	9	0.3	2.6

Another view of some results above:
CCOc1ccc(CN2C(=O)c3ccccc3Sc3ccc(C(=O)NCCCN4CCOCC4)cc32)cc1
  FBA Mtb inh = 2	BoNT F protease = -6	PrPC TRFRET = -5	FadD28 FP inh = -2.2	Mtb BioA inh = -1.1	GDH-TPI counter = 0	CCHF vOTU inh = 20	BoNT A protease = -2.4	Mtb UGM inh = 3.8
CC1Cc2cc(/C(O)=C3\C(=O)C(=O)N(Cc4ccncc4)C3c3ccccc3F)ccc2O1 (stereo not drawn)
  FBA Mtb inh = 6	BoNT F protease = 5	PrPC TRFRET = 0	FadD28 FP inh = 0.4	Mtb BioA inh = -0.2	GDH-TPI counter = -2	CCHF vOTU inh = -2	BoNT A protease = -1.0	Mtb UGM inh = 0.3
O=C(NNS(=O)(=O)c1ccccc1[N+](=O)[O-])c1ccc(F)cc1
  FBA Mtb inh = -1	BoNT F protease = -1	PrPC TRFRET = 3	FadD28 FP inh = -2.1	Mtb BioA inh = /	GDH-TPI counter = 2	CCHF vOTU inh = 16	BoNT A protease = -0.3	Mtb UGM inh = 2.8

New compounds follow.
SMILES	FBA Mtb inh	BoNT F protease	PrPC TRFRET	FadD28 FP inh	Mtb BioA inh	GDH-TPI counter	CCHF vOTU inh	BoNT A protease	Mtb UGM inh
Nc1scn[n+]1Cc1cccc2cccnc12	-1	0	-7	0.1	/	-4	1	-0.4	3.0
Cc1ccc(C(=O)Nc2ncc(Cc3ccc(SC(F)F)cc3)s2)cc1	2	4	5	-1.9	-0.4	22	-15	-0.1	0.0
CCCCCCc1c(C)c2ccc(OCC(=O)N3CCC[C@H]3C(=O)O)c(C)c2oc1=O	81*	-5	8	-11	17	27	-17	-1.2	-0.3
COc1cc(/C=N/NC(=O)c2cc(-c3ccccc3Cl)nc3ccccc23)cc(OC)c1O	-2	?	-3	-1.2	/	39*	13	-1.3	3.0
CCOC(=O)c1cn(Cc2c(C)c(C)c(C)c(C)c2C)nn1	-2	5	10	0.1	-1.0	21	12	0.1	0.0
CC1CCCC(NC(=O)c2cccc(S(=O)(=O)NCc3ccccc3)c2)C1C (stereo not drawn)	-1	-6	5	-3.4	-0.2	-2	22	-0.3	-1.8
Cc1nc2ccccc2n1CC(=O)NN	1	2	3	-1.5	/	-3	9	0.2	-0.6
CC(C)OC(=O)Cn1cnc2ccc(Br)cc2c1=O	22	4	1	-0.2	-0.6	3	-3	-1.0	0.2
O=[N+]([O-])c1ccc(CSc2nc3ccccc3[nH]2)cc1	1	-6	-1	-0.7	0.7	-1	7	-0.9	2.4
O=C(NCCc1ccc(Cl)cc1)C1CC(=O)N(C2CCCC2)C1 (stereo not drawn)	5	2	-6	0.5	0.2	4	7	-1.0	0.9
Nc1[nH]c(C(=O)c2ccccc2)c(-c2ccccc2C(F)(F)F)c1C(=O)NCc1ccc(F)cc1	/	3	6	/	/	/	4	0.1	/
CN(CC(=O)Nc1ccccc1Cl)C(=O)c1cccc(S(=O)(=O)N2CCN(c3ccccc3)CC2)c1	2	1	8	-1.0	-1.4	0	-6	0.3	/
COc1ccc(NC(=S)NCCN2CCOCC2)cc1	5	-2	2	1.3	/	-2	-2	-0.4	2.1
CCOC(=O)C1CCN(C(=O)C2CCN(c3ncnc4c3nc3n4CCCCC3)CC2)CC1	1	-2	0	0.5	0.2	10	6	-3.8	2.2
CCCn1c(C)cc(C(=O)COC(=O)c2c(C)nn(-c3ccccc3)c2C)c1C	3	-9	1	-1.8	/	5	10	-1.1	1.3
COc1ccc(NC(=O)Nc2cccc(NC(C)=O)c2)c(OC)c1	-1	3	3	-1.5	/	-8	15	-0.1	0.1
O=C(CN(C(=O)CNS(=O)(=O)c1ccc(F)cc1)c1cccc(F)c1)NCC1CCCO1 (stereo not drawn)	1	-4	-5	-1.9	-0.8	2	-5	0.1	1.8
C/C(=N\OCC(=O)Nc1nc2ccccc2s1)c1ccccc1	1	-6	-4	-2.0	/	-1	11	-0.4	1.8
O=S(=O)(Nc1ncccc1O)c1ccc(Cl)cc1	0	-3	1	-1.9	-0.4	3	0	?	0.1
O=C(OCc1ccc(F)cc1)c1cccnc1Cl	0	2	3	-3.6	0.4	0	10	0.9	0.7
C[C@@H]1CN([C@H](C)CO)C(=O)CCCn2nncc2CO[C@H]1CN(C)S(=O)(=O)c1ccc(C#N)cc1	1	-6	-4	-0.6	-0.4	7	0	-0.3	/
Cc1ccc(OCCn2cnc(Cl)c2Cl)cc1	-4	-9	0	-2.7	/	-4	5	-0.7	-2.8
CCn1nc(C)c(Br)c1-c1nc(-c2cccc(C)c2)no1	5	/	-8	-1.3	-4.5	10	8	/	2.0
C#CCn1c(=NC(=O)c2ccc(Br)s2)sc2cc(NC(C)=O)ccc21	0	-1	-7	-5.9	/	17	-9	0.7	-1.0
COc1ccc(-n2c(SCC(=O)Nc3ccc(Cl)cc3)nc(O)c(Cc3ccccc3)c2=O)cc1	1	16	3	5.4	1.2	2	21	0.7	0.6
Clc1ccccc1Cc1noc(CN2CCN(c3cnccn3)CC2)n1	-1	2	-1	0.2	/	7	-9	0.3	1.8
O=C(NCc1ccccc1F)c1ccc2c(c1)OCO2	4	3	1	0.4	5.0	13	4	1.6	0.4
O=S(Cc1cc(Sc2ccccc2)nc(-c2ccccc2)n1)c1ccccc1 (stereo not drawn)	2	-2	0	-4.8	/	-7	3	-0.4	0.6
O=C(NCCc1ccncc1)Nc1ccc(Cl)cc1	-6	-10	2	-4.3	-0.3	-7	7	0.1	-1.7
COc1ccc(NC(=O)CC2C(=O)N(c3ccc(OC)cc3)C(=O)N2Cc2ccc(OC)c(OC)c2)cc1 (stereo not drawn)	2	4	6	-2.5	/	-2	6	-0.5	2.5
Cc1cc(OCCN2CCCC2)cc(C(C)C)c1	0	1	7	-4.3	7.9	-6	-9	0.3	-4.8
CCCc1cc(=O)oc2cc(C)cc(OC(=O)c3ccco3)c12	-1	-12	3	-1.9	/	2	2	-2.0	0.8
COc1ccc(C(C(=O)NCc2ccccc2)N(C(=O)c2snc(C(N)=O)c2N)C2CCCC2)cc1O (stereo not drawn)	-2	6	-12	-3.2	0.4	5	9	-1.3	-0.9
CC(C)CCNC(=O)c1ccccc1SCC(=O)NC1CCCCCCC1	-1	2	0	-2.4	1.8	5	14	0.5	-1.2
O=C(COC(=O)c1ccc(F)cc1)NCCc1ccc(F)cc1	0	-3	7	2.0	/	-1	11	0.6	/
CCCc1cc(=O)n2[nH]c(C)c(-c3ccc(Cl)cc3)c2n1	28*	7	14	0.9	9.3	4	-5	-0.1	2.1
Cc1[nH]c2ccccc2c1SCC(=O)N1CCC(C)CC1	1	0	4	1.1	/	0	2	-0.2	-0.6
CC(NC(=O)c1ccccc1[N+](=O)[O-])C1CC2CCC1C2 (stereo not drawn)	2	?	1	0.4	0.0	-10	1	0.4	0.2
Cc1ccc(NC(=O)COc2ccc3c(c2)OCO3)c(C)c1	-1	-2	4	0.1	-1.0	-3	5	0.3	0.3
CCC(c1nnnn1Cc1ccco1)N1CCN(c2cc(Cl)ccc2C)CC1 (stereo not drawn)	0	2	7	0.0	-0.7	0	8	-0.9	0.4
CCOC(=O)c1cc(-c2ccc(OC)cc2)nc2c1c(C)nn2CCC(N)=S	6	-8	-6	-7.0	0.3	13	-10	-0.1	-1.5
Nc1cc(=O)[nH]c(SCC(=O)Nc2cc(S(=O)(=O)N3CCOCC3)ccc2Cl)n1	-5	-1	2	-0.7	/	9	1	-0.9	2.2
COc1ccccc1-c1cc(C(=O)Nc2sc3c(c2C#N)CCC(C)C3)c2ccccc2n1 (stereo not drawn)	-4	11	4	-1.2	-0.2	0	13	0.5	-1.7
O=C(NC(=S)Nc1ncc(Br)cc1Br)c1cncc(Br)c1	1	2	9	-1.5	-0.2	10	-1	1.8	2.8
CCCCOC(=O)c1ccc(NC(=O)/C=C/c2cccs2)cc1	1	-4	7	-0.6	-2.3	21	8	0.7	0.5
Cc1sc(NC(=O)C2CC(Cl)=CCC2C(=O)O)c(C#N)c1C (stereo not drawn)	-1	-1	6	0.1	/	12	19	-1.0	-2.0
COc1ccc(OC)c(S(=O)(=O)n2nnc3cc(Cl)ccc32)c1	-2	2	-1	-1.0	-1.5	2	10	-1.0	-0.2
COc1ccc(S(=O)(=O)N2CCN(Cc3cc(=O)n4ccccc4n3)CC2)cc1	4	-4	-4	-0.6	-2.3	18	15	-0.1	1.0
CCN(CC)c1ccc(S(=O)(=O)N2CCCCC2)cc1NC(=O)CN1C(=O)NC2(CCCC2)C1=O	4	-1	2	-1.4	0.3	-2	-6	3.5	-0.5
CC1CC(NC(=O)CC#N)CC(C)(C)C1 (stereo not drawn)	0	?	-4	-0.3	/	-2	12	?	-0.3
Going on with the list.
SMILES	FBA Mtb inh	BoNT F protease	PrPC TRFRET	FadD28 FP inh	Mtb BioA inh	GDH-TPI counter	CCHF vOTU inh	BoNT A protease	Mtb UGM inh
CN(C)CCN1CCN(C2CN(Cc3cn(Cc4ccc(C(F)(F)F)cc4)nn3)S(=O)(=O)C2)CC1 (stereo not drawn)	/	4	2	/	/	/	0	-0.1	/
CCCCCCCC(=O)N/N=C(\C)c1cccnc1	1	-4	2	-3.4	1.8	-4	-3	-0.6	2.8
COCCNC(=S)Nc1ccc(Cl)c(Cl)c1	3	-2	10	-5.1	/	0	8	-0.5	-0.7
COc1cccc(NC(=O)Nc2cc(C(=O)O)ccc2N2CC3CC(C2)c2cccc(=O)n2C3)c1 (stereo not drawn)	0	14	4	-1.0	8.8	3	7	1.0	2.1
Cc1c(C(=O)OCC(=O)NCCN2C(=O)CSC2=O)cccc1[N+](=O)[O-]	2	-7	-1	0.0	0.4	-5	8	-0.2	1.0
CCc1ccccc1NC(=O)C(CC)Sc1nc2cc3c(cc2c(=O)n1Cc1ccco1)OCO3 (stereo not drawn)	0	-8	2	-1.6	-1.6	12	-4	-1.1	-2.3
CC(C)(C)NC(=O)C1CCCN(S(=O)(=O)c2cccc3cccnc23)C1 (stereo not drawn)	4	-4	-2	0.2	-1.4	4	-1	-0.1	0.8
CCn1c(=O)cc(OCC(=O)NCCCN2CC(C)CC(C)C2)c2ccccc21 (stereo not drawn)	-2	1	-4	0.1	-0.2	-5	15	-1.2	-0.7
O=C(Cn1c(=O)cnc2ccccc21)NC1CCC(O)CC1 (stereo not drawn)	0	10	8	0.6	1.6	4	17	-2.0	0.3
COc1ccc(C(=O)NCc2nnc(SCC(=O)NC3=NCCS3)n2C)cc1	-3	6	7	-2.0	-2.7	-3	-3	-0.9	3.6
O=C1CC(N2CCc3ccccc32)C(=O)N1c1ccc(F)cc1 (stereo not drawn)	-3	-11	0	0.0	-0.5	-7	-19	-1.0	3.3
COc1cccc(NC(=S)/C(=C(\[O-])c2ccc(OC(F)F)cc2)[n+]2ccccc2)c1	3	-17	-7	-2.3	/	8	10	8.7	2.2
